# Source: PubChem BioAssay
# CAL PDZ FP-1 – untagged CAL PDZ binding inhibitors, primary screen, biochemical, fluorescence polarization, HTS; Golgi-associated PDZ and coiled-coil motif-containing protein (Homo sapiens), Q9HD26; 300,000 compounds, 0.92% hits; inhibition, % at 24.9 µM; purified CAL PDZ, TMR-peptide fluorescence polarization, 1 h; AID 602252, 2012;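 active means mean inhibition of at least 30% with at least half of replicates also reaching 30%; inconclusive means no clear call, values can overlap the other calls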;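 further: 0% = DMSO neutral control and 100% = excess unlabeled competitor peptide PRC23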
# SR-BI DiI inh – inhibitors of SR-BI mediated HDL lipid uptake, primary screen, ldlA[mSR-BI] cells, fluorescence, single point; Scavenger receptor class B member 1 (Mus musculus), Q61009; ldlA[mSR-BI] CHO cells, DiI-HDL uptake fluorescence, 3 h; inhibition, % at 12.5 µM; 320,000 compounds, 0.96% hits; AID 488896, 2010;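 active means mean replicate inhibition of at least 70% and a set share of replicates each scoring 70 or more; inconclusive means meets just one of the two criteria; inactive means fails both criteria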;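 further: 0% = median of neutral control wells and 100% = median of positive control wells; values of inactives mirror those of a sister screen read the other way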
# Target sequence (Q61009 whole entry, looked up): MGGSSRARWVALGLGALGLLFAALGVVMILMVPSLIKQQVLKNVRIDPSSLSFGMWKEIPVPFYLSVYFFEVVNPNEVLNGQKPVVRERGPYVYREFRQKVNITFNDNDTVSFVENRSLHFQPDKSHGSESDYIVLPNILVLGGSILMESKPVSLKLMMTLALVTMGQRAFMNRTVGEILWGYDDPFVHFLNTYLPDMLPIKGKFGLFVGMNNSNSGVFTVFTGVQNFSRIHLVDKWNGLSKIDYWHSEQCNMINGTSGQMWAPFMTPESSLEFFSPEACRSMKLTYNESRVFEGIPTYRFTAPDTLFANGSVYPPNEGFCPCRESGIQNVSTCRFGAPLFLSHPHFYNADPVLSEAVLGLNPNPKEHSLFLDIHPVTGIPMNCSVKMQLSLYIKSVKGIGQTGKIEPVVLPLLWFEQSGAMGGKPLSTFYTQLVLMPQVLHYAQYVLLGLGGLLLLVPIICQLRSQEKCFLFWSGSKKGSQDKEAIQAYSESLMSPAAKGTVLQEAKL
# SR-BI uptake up – activators of SR-BI mediated DiI-HDL uptake, primary screen, ldlA[mSR-BI] CHO cells, DiI fluorescence; activation, % at 12.5 µM; 3 h; 100 = double the neutral-control signal; 320,000 compounds, 0.096% hits;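 active means mean replicate activation of at least 60% and every replicate at or above 60%; inconclusive means mean or all-replicate condition met, but not both; inactive means mean below 60% and not all replicates reaching 60%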;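 further: 0% = median plate neutral-control signal and 100% = twice that signal; values of inactives mirror those of a sister screen read the other way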
#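 System: CHO ldlA[mSR-BI] cells / Medium: HEPES-buffered (25 mM, pH 7.4) F12 plus 0.5% BSA / Probe or stimulus: labelled HDL, 10 µg/mL / Doses: single compound concentration, delivered by pin transfer / Schedule: 3 h, 37 °C / Measured by: DiI fluorescence, bottom read / Measure: cell-associated DiI fluorescence as measure of HDL uptake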
# Tat export inh – E. coli Tat export inhibitors, primary screen, MC4100, TorA-mCherry reporter, fluorescence, single point. inhibition, % at 10 µM. 340,000 compounds, 0.036% hits;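 active means mean replicate inhibition at least 50% and at least half of replicates individually reaching 50%; inconclusive means only one of the two criteria met; inactive means neither criterion met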;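 further: exported cargo escapes ClpAP degradation while cytoplasmic cargo is degraded and loses fluorescence; 0% = median of neutral control wells and 100% = median of NaSCN control wells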
# phage Ecoli inh – growth loss of phage-infected E. coli, primary screen, RecBCD inhibitor project, absorbance, with phage, HTS; inhibition, % at 11.9 µM; 360,000 compounds, 0.26% hits; AID 651602, 2012; in the data active means inhibition above about 11%
# Wnt act – Wnt/beta-catenin pathway activators, primary screen, cell-based, plate reader, single point; 300,000 compounds, 1.2% hits; Wnt/beta-catenin reporter cell assay, activator; activation, % at 9.35 µM; in the data active means activation above about 30%, passing the limit was not always enough; inconclusive means no clear call, values can overlap the other calls;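 further: 0% = neutral control wells and 100% = positive control wells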
# MITF act – activators of MITF-driven TRPM1 promoter reporter, primary screen, cell-based, SK-MEL-5, luciferase, single point | SK-MEL-5 TRPM1-promoter luciferase, 24 h; % of positive control, neutral wells = 0 | AID 588334, 2011 | activation, % at 12.5 µM | 300,000 compounds, 0.75% hits;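 active means mean activation of at least 80% with every replicate also reaching 80%; inconclusive means mean reaches 80% but some replicate falls short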;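 further: 0% = neutral control wells and 100% = parthenolide positive control wells; values of inactives mirror those of a sister screen read the other way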
# AddAB inh – growth inhibition of E. coli expressing H. pylori AddAB, primary screen, AddAB inhibitor project, absorbance | AID 435030, 2010 | 330,000 compounds, 0.29% hits | inhibition, % at 11.9 µM; in the data active means inhibition above about 12%;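 further: 0% = vehicle wells of infected cells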
# Ecoli viability – E. coli V3065 growth inhibition, primary screen, counter-screen for AddAB inhibitor project, absorbance, OD600; 18 h; inhibition, % at 11.9 µM; 330,000 compounds, 0.27% hits; AID 449728, 2010;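 active means inhibition above the campaign's mean inhibition across all tested compounds plus 3 SD, cut at about 9.9% in these data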;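 further: uninfected addAB+ strain grown without phage in ampicillin broth; 0% = DMSO wells and 100% = ciprofloxacin 0.95 µg/ml wells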
# CAL PDZ FP-2 – CAL PDZ peptide-binding inhibitors, primary screen, biochemical, fluorescence polarization, Cer-tagged CAL PDZ, HTS. Golgi-associated PDZ and coiled-coil motif-containing protein (Homo sapiens), Q9HD26. inhibition, % at 20 µM. 330,000 compounds, 0.02% hits. purified CAL PDZ, TMR-peptide fluorescence polarization, 1 h. AID 504414, 2011;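 active means highest replicate inhibition of at least 40%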;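 further: plate controls were DMSO neutral control wells for no effect and unlabeled competitor peptide control wells for full effect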
#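 Material – purified CerCALP PDZ construct · Detection – FP readout, S and P plane fluorescence · Measure – percent inhibition from loss of millipolarization · Controls – unlabelled peptide for full inhibition, DMSO wells as neutral · Probe or stimulus – TMR-labelled reporter peptide T*-PRC34 bound in PDZ groove · Times – 1 h at RT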
# An asterisk follows results filed as active; ? = inconclusive; . = not tested or not shown; & = joins results of further samples.
SMILES,CAL PDZ FP-1,SR-BI DiI inh,SR-BI uptake up,Tat export inh,phage Ecoli inh,Wnt act,MITF act,AddAB inh,Ecoli viability,CAL PDZ FP-2
CCC1CN(C(=O)N2CCC(C(=O)NCc3cccc(OC)c3OC)CC2)c2cc(C)ccc2O1 (stereo not drawn),2.8,55.7,-55.7,8.9,2.5,-2.0,-12.4,4.2,-1.4,-0.5
Cc1c(C(=O)Nc2ccccc2F)sc2ncn(CC(=O)N3CCOCC3)c(=O)c12,-2.9,1.8,-1.8,-3.2,-1.6,-1.8,0.7,2.0,-1.6,-1.2
COc1ccc(OCc2cc(C(=O)N3CCC(c4ccccc4)CC3)no2)c(Cl)c1,-0.3,-4.5,4.5,2.5,1.4,18.6,71.5,0.4,1.1,-1.7
O=C(NCCCN1CCOCC1)c1ccc(Sc2ccc(F)cc2)c([N+](=O)[O-])c1,-0.1,-18.8,18.8,-1.8,4.9,-6.1,-7.9,-2.4,-0.8,0.1
COc1ccc(C(=O)CCC(=O)Nc2cccc(Cl)c2)cc1,-1.3,-13.0,13.0,2.1,0.7,2.8,4.2,-2.0,-1.5,-2.1
O=C(c1ccccc1)c1ccccc1NC(=O)C1CCCN1Cc1ccccc1 (stereo not drawn),46.4*,33.0,-33.0,12.7,-1.1,0.3,-6.3,6.2,2.1,-0.7
CN1C(=O)NC(NC(=O)c2ccncc2)(C(F)(F)F)C1=O (stereo not drawn),-2.9,-29.1,29.1,1.7,1.7,1.8,-5.6,-1.1,-1.2,-1.7
Cc1cc(N2C(=O)C(O)=C(C(=O)c3ccco3)C2c2ccc([N+](=O)[O-])cc2)no1 (stereo not drawn),-5.6,-26.5,26.5,1.2,-1.5,1.5,-5.2,-0.1,-2.2,-2.0
O=C(NCCc1ccccc1)C(=O)NN=C1CCCC1,-8.5,-19.2,19.2,-1.0,0.5,.,-29.5,-1.2,-0.7,0.4
CC(=N\NC(=O)c1ccc([N+](=O)[O-])cc1)/C(=N/O)C(=O)Nc1ccccc1,-3.1,62.9,-62.9,4.9,2.6,-1.8,-11.6,-0.2,-1.2,-1.4
COc1ccc(C=C(NC(=O)c2ccccc2)C(=O)O)cc1OC,-3.8,-7.2,7.2,-10.2,1.9,8.9,-2.0,.,.,0.0
CCCCCCCCCCCCCCCCn1cc[n+](C)c1,-2.8,-2.8,2.8,?,1.9,-8.0,-67.6,0.4&-1.2,-3.2&0.2,-3.1
CN(C[C@H](Cc1ccccc1)N(C[C@@H](Cc1cccc2ccccc12)N(CCc1ccccc1)N=O)N=O)N=O,1.9,8.5,-8.5,-2.1,1.7,-2.9,-16.7,3.1,0.7,-0.9
Cc1ccc(N2CC(C(=O)Nc3ccc4c(c3)OCCO4)CC2=O)cc1 (stereo not drawn),-2.5,-11.2,11.2,-7.4,2.6,30.2*,-1.0,1.3,-1.5,-2.5
CCOc1ccc(CN2CCN(Cc3cnc(-c4ccccc4)s3)CC2CCO)cc1 (stereo not drawn),-2.7,7.3,-7.3,-1.3,3.1,-0.7,-9.0,1.0,-1.1,-2.0

# Looked up one by one from above:
SMILES,CAL PDZ FP-1,SR-BI DiI inh,SR-BI uptake up,Tat export inh,phage Ecoli inh,Wnt act,MITF act,AddAB inh,Ecoli viability,CAL PDZ FP-2
O=C(NCCCN1CCOCC1)c1ccc(Sc2ccc(F)cc2)c([N+](=O)[O-])c1,-0.1,-18.8,18.8,-1.8,4.9,-6.1,-7.9,-2.4,-0.8,0.1
CN(C[C@H](Cc1ccccc1)N(C[C@@H](Cc1cccc2ccccc12)N(CCc1ccccc1)N=O)N=O)N=O,1.9,8.5,-8.5,-2.1,1.7,-2.9,-16.7,3.1,0.7,-0.9
CN1C(=O)NC(NC(=O)c2ccncc2)(C(F)(F)F)C1=O (stereo not drawn),-2.9,-29.1,29.1,1.7,1.7,1.8,-5.6,-1.1,-1.2,-1.7
Cc1cc(N2C(=O)C(O)=C(C(=O)c3ccco3)C2c2ccc([N+](=O)[O-])cc2)no1 (stereo not drawn),-5.6,-26.5,26.5,1.2,-1.5,1.5,-5.2,-0.1,-2.2,-2.0
CC(=N\NC(=O)c1ccc([N+](=O)[O-])cc1)/C(=N/O)C(=O)Nc1ccccc1,-3.1,62.9,-62.9,4.9,2.6,-1.8,-11.6,-0.2,-1.2,-1.4
Cc1ccc(N2CC(C(=O)Nc3ccc4c(c3)OCCO4)CC2=O)cc1 (stereo not drawn),-2.5,-11.2,11.2,-7.4,2.6,30.2*,-1.0,1.3,-1.5,-2.5

# Later entries
SMILES,CAL PDZ FP-1,SR-BI DiI inh,SR-BI uptake up,Tat export inh,phage Ecoli inh,Wnt act,MITF act,AddAB inh,Ecoli viability,CAL PDZ FP-2
COc1ccc(C=NNC(=O)CCCC(=O)NN=Cc2ccc(OC)c(O)c2)cc1O,2.6,-0.2,0.2,-5.1,3.8,-6.1,-2.1,.,.,0.0
COc1ccc(Br)cc1CNC(=O)C1CCCN(c2nc3ccccc3o2)C1 (stereo not drawn),-0.8,1.1,-1.1,-2.9,1.6,.,-21.6,0.6,-0.9,-0.1
CCc1ccc(NC(=O)CCC(=O)c2ccccc2)cc1,-3.5,-3.9,3.9,0.6,3.4,4.9,7.6,-0.2,-2.2,-0.4
Clc1ccccc1CN1CCN(/N=C/C=C/c2ccco2)CC1,-4.9,-2.4,2.4,-3.6,3.9,10.2,52.4,2.8,-2.9,1.0
NC(N)=NS(=O)(=O)c1ccc(N=C2C(=O)Nc3ccccc32)cc1,-1.4,-9.3,9.3,-3.4,1.9,-1.0,7.9,1.1,2.0,0.6
NC(=O)c1oc2ccccc2c1NC(=O)CS(=O)(=O)c1ccccc1,-2.2,-19.3,19.3,-5.6,3.0,0.3,-0.6,3.8,0.0,-2.4
COC(=O)c1cc(NC(=O)COC(=O)CCc2nc3ccccc3c(=O)[nH]2)cc(C(=O)OC)c1,-2.0,-13.7,13.7,-6.8,2.0,3.5,-9.3,-1.0,-1.9,-0.9
COc1ccc(C2C(C#N)=C3NC(=O)c4c(sc5c4CCCCC5)N3C3=C2C(=O)CC(C)(C)C3)cc1 (stereo not drawn),-2.6,-6.9,6.9,1.9,1.8,.,.,0.7,-1.7,-0.6
COc1cc(/C=N/n2cnnc2)ccc1OCCSc1ccc(C)cc1,0.3,-11.1,11.1,-2.8,0.3,.,74.0,2.0,-1.5,-1.0
O=C(Nc1ccc(F)cc1)NC1CCCCC1,0.8,3.4,-3.4,-3.2,2.3,.,67.7,0.2,-0.9,-1.0
CC[C@H](C)[C@H](NC(N)=O)C(=O)NCCc1ccc(OC)cc1,2.0,-11.1,11.1,0.1,0.9,9.2,6.2,3.3,1.9,-0.7
Nc1c2c(nc3cccc(Cl)c13)N(c1ccccc1)CC2,-1.8,?,-70.2,9.3,1.6,0.3,9.9,2.0,0.7,-2.0
COc1ccc(OCCNc2cc(N3CCCCC3)ccc2[N+](=O)[O-])cc1,2.0,20.9,-20.9,-2.3,1.4,.,1.4,-0.3,0.2,-0.9
CSc1sc(C(=O)O)c2c1C(=O)CC(C)(C)C2,-2.1,-20.8,20.8,1.7,-1.5,-1.1,3.9,3.7,2.2,-0.5
CC(C)N1CCN(Cc2ccc(C#CCCO)cc2)CC1CCO (stereo not drawn),-0.9,7.1,-7.1,1.6,1.9,-10.2,-2.2,1.7,-0.5,-2.5
CN(Cc1cnc2nc(N)nc(N)c2n1)c1ccc(C(=O)NC(CCC(=O)O)C(=O)O)cc1C(F)(F)F (stereo not drawn),-8.8,0.9,-0.9,-6.5,2.6,3.1,.,.,.,-0.6
COc1ccc(CN(C(=O)CN2C(=O)C(C)Oc3ccccc32)C2CCCC2)c(OC)c1 (stereo not drawn),-1.2,5.2,-5.2,-3.1,.,-2.6,-18.2,1.8,-0.2,-1.4
CCOC(=O)c1ccc(S(=O)(=O)NCCN(CC)CC)cc1,-2.4,-11.7,11.7,-7.3,3.4,-1.4,-2.0,0.2,1.2,-0.1
Cc1ccc(Cl)cc1NC(=O)CON=C(N)c1ccccc1,3.9,3.4,-3.4,?,4.7,-0.5,-9.2,.,.,-0.5
C=CCOC(=O)C1=C(C)OC(N)=C(C#N)C1c1ccccc1F (stereo not drawn),-1.4,1.8,-1.8,-1.1,0.5,.,8.6,0.9,-2.4,0.2
Cc1ccc(N(CC(=O)Nc2ccc(F)c(Cl)c2)S(=O)(=O)c2c(C)noc2C)cc1,-2.9,11.5,-11.5,14.9,0.0,-13.2,-2.7,0.0,2.3,-0.4
COCCNC(=O)CCc1c(C)nc2c(c(C)nn2-c2ccc(C)c(C)c2)c1C,-2.3,.,.,8.5,1.0,0.9,-13.2,-3.6,-3.2,0.2
COc1ccc(N(C(=O)Cc2cccs2)C(C(=O)NC2CCCCC2)c2cccn2C)cc1 (stereo not drawn),-3.5,-36.5,36.5,2.3,-0.6,.,-5.8,-0.2,0.8,-2.0
Cc1cc(C(=O)CN2CCC(C)CC2)c(C)n1-c1ccccc1F,-1.2,2.3,-2.3,-2.3,2.0,-5.3,4.2,-0.7,-1.0,0.5
Cc1cc(NCCCN(C)C)n2c(nc3ccccc32)c1C#N,-11.4,1.3,-1.3,-2.7,1.5,2.1,-13.5,-0.7,-1.6,-2.5
O=c1cc(CSc2nnc(COc3cccc4ccccc34)o2)c2ccccc2[nH]1,-8.5,.,.,5.6,-1.4,-3.2,-9.3,-1.3,2.0,-0.8
COc1cc(C(=O)NCc2ccccn2)ccc1OCc1c(C)noc1C,2.6,12.9,-12.9,-1.4,0.2,.,-5.3,3.8,2.9,-0.8
COc1cc(C(=O)N/C(=C\c2cn(C)c3ccccc23)C(=O)NCCCN2CCOCC2)cc(OC)c1OC,-6.2,-19.5,19.5,-5.9,2.5,-1.0,-0.5,2.5,1.8,0.2
COc1ccccc1C(=O)NCCC(=O)NCc1ccncc1,.,-14.1,14.1,-1.5,2.4,3.1,13.2,-0.9,-3.0,0.2
NC1=NC(=Nc2ccccc2)c2ccccc21,14.9,-4.7,4.7,-1.2,4.3,-2.7,-26.2,-3.5,0.3,-1.9
